FLuc counter: counter-screen for miR-21 project: firefly luciferase inhibitors or activators. P08659. Potency, µM (titrated, usually from 57.5 µM), for inactives: at the top dose activity change, negative = inhibition, hits mostly inhibitors. purified FLuc, Km substrates, luminescence inhibition. 360,000 compounds, 6.9% hits; active = well fitted inhibition curve with a large enough effect; inconclusive = small, poorly fitted or top-dose-only effect;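 note: plate controls were vehicle for no effect and reference inhibitor for full effect; nearly all actives have a fitted effect of over 55% in size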
Target sequence (P08659 whole entry, looked up): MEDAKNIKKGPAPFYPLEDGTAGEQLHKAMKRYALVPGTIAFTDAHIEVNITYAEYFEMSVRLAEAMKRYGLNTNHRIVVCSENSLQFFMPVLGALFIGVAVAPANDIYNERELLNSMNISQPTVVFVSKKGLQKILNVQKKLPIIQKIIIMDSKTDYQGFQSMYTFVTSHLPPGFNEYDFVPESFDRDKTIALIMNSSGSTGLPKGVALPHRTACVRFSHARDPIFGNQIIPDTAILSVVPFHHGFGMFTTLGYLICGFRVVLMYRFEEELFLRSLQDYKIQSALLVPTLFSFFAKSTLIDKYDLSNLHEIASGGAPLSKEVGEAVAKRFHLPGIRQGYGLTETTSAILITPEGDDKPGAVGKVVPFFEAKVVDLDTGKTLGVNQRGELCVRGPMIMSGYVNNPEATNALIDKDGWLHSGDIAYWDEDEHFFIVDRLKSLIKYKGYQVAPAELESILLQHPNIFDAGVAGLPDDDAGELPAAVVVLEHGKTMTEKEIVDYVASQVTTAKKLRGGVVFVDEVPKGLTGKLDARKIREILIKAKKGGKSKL
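Biochemical qHTS of compounds, final roughly 60 µM downward over six points, against 10 nM purified firefly luciferase using Km concentrations of substrates (10 uM D-luciferin, 10 uM ATP) in Tris acetate pH 7.5 buffer; luminescence output.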
Starred values were filed as active, the others as inactive; ? = inconclusive. Potency is the fitted concentration of half-maximal effect. This is a subset (hit frequency here may not be typical).

SMILES	FLuc counter
Cc1c(C(=O)N(C)C)sc2c1c(=O)n(-c1ccc(F)cc1)c(=O)n2Cc1cc(=O)n2ccccc2n1	2%
COc1ccccc1N1CCN(c2ncnc3onc(C)c23)CC1	1%
Cc1noc2ncnc(N3CCCC(C(=O)NCCC(C)C)C3)c12 (stereo unspecified)	-1%
COc1ccc(CNC(=O)c2ccc(CS(=O)Cc3ccccc3Cl)o2)cc1 (stereo unspecified)	7%
Cc1nnc(N2CCCC(C(=O)NCCN(C)C)C2)c2nn(-c3ccccc3)c(C)c12 (stereo unspecified)	-2%
O=C(Nc1ccccc1F)C(Cc1ccccc1)N1Cc2ccccc2C1=O (stereo unspecified)	-1%
CCOc1ccccc1CNC(=O)c1cc2n(n1)CCCN(Cc1ccc(C)cc1)C2=O	-13%
CCN1CCC(N(Cc2cccc(OC)c2)C(=O)Nc2cccc(C(F)(F)F)c2)CC1	-1%
O=C(Nc1ccc(F)c(Cl)c1)N1CCC(CN2CCOCC2)CC1	-6%
Cc1cccc(N2CCN(C(=O)c3cccn3-c3nnc(N4CCCCC4)s3)CC2)c1C	-19%

Molecules from the list above that contain an aryl methoxy group (three):
SMILES	FLuc counter
COc1ccccc1N1CCN(c2ncnc3onc(C)c23)CC1	1%
COc1ccc(CNC(=O)c2ccc(CS(=O)Cc3ccccc3Cl)o2)cc1 (stereo unspecified)	7%
CCN1CCC(N(Cc2cccc(OC)c2)C(=O)Nc2cccc(C(F)(F)F)c2)CC1	-1%

Retrieved by structure from above, two records:
SMILES	FLuc counter
Cc1c(C(=O)N(C)C)sc2c1c(=O)n(-c1ccc(F)cc1)c(=O)n2Cc1cc(=O)n2ccccc2n1	2%
O=C(Nc1ccc(F)c(Cl)c1)N1CCC(CN2CCOCC2)CC1	-6%

Carrying on.
SMILES	FLuc counter
COc1ccc(C2(N3CCN(c4cc(C)ccc4C)CC3)C(=O)c3ccccc3C2=O)cc1	3%
COCCCNC(=O)C(=O)NCC(c1ccc2c(c1)OCO2)N1CCOCC1 (stereo unspecified)	0%
CCOc1ccc(N2CC(c3nc4ccccc4n3Cc3cccc(C)c3)CC2=O)cc1 (stereo unspecified)	-14%
Cc1cc(Nc2cccc(C(=O)O)c2)n2nc(C)nc2n1	-5%
CCOc1ccc(NC(=O)Cn2nc(-c3ccncc3)ccc2=O)cc1	-14%
COc1cccc(CNC(=O)Cc2csc3ccccc23)c1OC	-18%
COCCNC(=O)c1cc(Sc2ccc(F)cc2F)nc2ccccc12	-8%
Cc1cc(C)cc(NS(=O)(=O)c2ccc3[nH]cc(C(=O)NCc4ccccc4Cl)c(=O)c3c2)c1	?
Cc1cccc(N2CCN(C(=O)c3c4c(nc5ccccc35)C(=O)N(C3CCCCC3)C4)CC2)c1C	-3%
COC(=O)c1ccc(NC(=O)CSc2n[nH]c(-c3ccccc3)n2)cc1	?
CC(=O)Nc1ccc(NC(=O)C2(c3cccs3)CCOCC2)cc1	-2%
Cc1ccc(CNCc2c(C(=O)O)n(Cc3ccccc3C)c3cc(C)ccc23)cc1	1%
CCOc1ccc(N(CC(=O)Nc2ccc(F)cc2F)S(=O)(=O)c2c(C)[nH]c(=O)[nH]c2=O)cc1	-15%
CCc1ccc2occ(CC(=O)Nc3c(C(=O)Nc4ccc(Cl)cc4)oc4ccccc34)c2c1	-10%
COCCCNC(=O)CN1C(=O)c2cccnc2Sc2ccccc21	2%
Cc1ccc(CSCC(=O)N2CCN(c3ccccc3F)CC2)cc1	-9%
COc1ccccc1-c1cc2nc(C)c(CCC(=O)NCCc3ccc(SC)cc3)c(C)n2n1	-14%
COc1cccc(C(=O)c2cn(CC(=O)Nc3cccc(C(F)(F)F)c3)c3nc(C)ccc3c2=O)c1	4%
O=S(=O)(NCCc1nnc2ccc(SCc3ccccc3Cl)nn12)c1ccccc1	-14%
COc1cccc(CNC(=O)Nc2cc(C(=O)NCc3cccc(F)c3)ccc2N2CCCC2)c1	-6%

Taken from the entries so far for reference:
SMILES	FLuc counter
CC(=O)Nc1ccc(NC(=O)C2(c3cccs3)CCOCC2)cc1	-2%
Cc1ccc(CNCc2c(C(=O)O)n(Cc3ccccc3C)c3cc(C)ccc23)cc1	1%

(list continues)
SMILES	FLuc counter
O=C(Nc1ccc(S(=O)(=O)N(Cc2ccccc2)c2ccccc2)cc1)c1ccc(F)cc1	-1%
COc1ccc(CCNC(=O)CCc2c(C)c3cc4c(C)c(C)oc4cc3oc2=O)cc1OC	-3%
CCCCC(=O)Nc1ccc2nc(SCC(=O)N3CCOCC3)sc2c1	?
COc1ccc(F)cc1S(=O)(=O)NCCc1c(C)[nH]c2c(Cl)cccc12	-4%
COCCOC(=O)C1=C(C)N=C2SCCC(=O)N2C1c1ccc(OCc2ccccc2)c(OC)c1 (stereo unspecified)	-1%
COc1cccc(C(=O)Nc2ccc(-c3nc4ccccc4s3)cc2Cl)c1	?
CN1C(=O)c2ccccc2Sc2ccc(NC(=O)Cc3c(F)cccc3Cl)cc21	0%
COC(=O)c1sccc1S(=O)(=O)N(CC(=O)NCc1ccc(C)cc1)c1ccccc1	-8%
Cc1ccc(-c2nn(CC(=O)NC3CCCCC3)c3c2cnc2ccc(F)cc23)cc1C	-5%
Cc1ccccc1-c1nc(CNC(=O)NC2CCCCC2)c(C)o1	-6%
Cc1c(C(=O)N2CCCCCC2)c(S(=O)(=O)Nc2ccc(OC(F)(F)F)cc2)c(C)n1C	1%
CCc1ccc(CNC(=O)CN2C(=O)c3cccnc3Oc3ccc(Cl)cc32)cc1	-11%
O=C(NCc1ccccc1)C(=O)Nc1c2c(nn1-c1ccccc1)CSC2	-2%
Cc1ccc(CNC(=O)c2ccc3c(O)c(S(=O)(=O)c4ccccc4)c(=O)[nH]c3c2)cc1	?
Cc1cccc(OCc2nc(CC(=O)Nc3ccc(Cl)cc3)cs2)c1	-6%
COc1cccc(CNS(=O)(=O)c2ccc(N3CCCCS3(=O)=O)cc2)c1	2%
Cc1nn(-c2ccc(N3CCCCC3)nn2)c(C)c1CCC(=O)Nc1ccc(F)cc1F	15µM*
CCC(Cc1ccccc1)NC(=O)Cn1ncc2c3ccccc3n(Cc3ccc(F)cc3)c2c1=O (stereo unspecified)	-1%
CCCn1c(=O)c2sccc2n2c(CCCC(=O)N3CCN(c4cccc(C)c4C)CC3)nnc12	-6%
COc1ccc(CCNC(=O)c2ccc(-n3c(C)cc4c3CCC(C)C4)cc2)cc1OC (stereo unspecified)	-7%
CCc1ccc(NC(=O)CSC2=Nc3ccccc3C3=NC(CC(=O)NCc4cccs4)C(=O)N23)cc1 (stereo unspecified)	-2%
O=S(=O)(c1ccccc1)c1nc(-c2ccc(F)cc2)oc1NCc1ccccc1	-1%
Cc1cn2c(=O)cc(COC(=O)c3ccc(NC(=O)c4ccc(F)cc4)cc3)nc2s1	1%
CCN(C(=O)Cn1c(=O)oc2cc(S(=O)(=O)N3CCCCCC3)ccc21)c1cccc(C)c1	-3%
O=c1oc2ccccc2cc1-c1nnc(Nc2ccc(Cl)cc2Cl)s1	0%
COc1ccc(CCNC(=O)c2cnc3sc(N4CCCCCC4)nn3c2=O)cc1	-10%
CCOc1cccc(C2Nc3ccccc3-c3cc(C)nn32)c1O (stereo unspecified)	-10%
CCOc1ccc(CCNC(=O)C2CCCN(S(=O)(=O)N(C)c3ccc(F)cc3)C2)cc1 (stereo unspecified)	-9%
CCC(=O)Oc1ccc(/C=C(\C#N)c2nc3ccccc3[nH]2)cc1OC	2.7µM*
COc1ccc(CCNC(=O)CCCn2c(=O)c3cccn3c3ccc(F)cc32)cc1OC	-1%
Cn1c(=O)c2c(nc(SCC(=O)Nc3ccc(F)cc3)n2Cc2ccccc2F)n(C)c1=O	-6%
Fc1ccc(C(NCCc2ccccc2)c2nnc(-c3ccccc3Cl)o2)cc1 (stereo unspecified)	-4%
COc1ccc2[nH]cc(CCNC(=O)Nc3ccc(F)cc3)c2c1	-2%
CC(C)N(Cc1ccccc1)c1ncnc2c1nnn2C	-1%
CCOC(=O)Cn1c(=O)oc2cc(S(=O)(=O)N3CCN(c4cccc(C)c4C)CC3)ccc21	-2%
CCOc1ccc2oc(=O)cc(CN3CCN(C(=O)c4cccc(Cl)c4)CC3)c2c1	3%
CCN(c1ccccc1)c1ncnc2c1cnn2-c1ccc(C)cc1C	-16%
CC(C)c1ccc(OCC(=O)Nc2cc(-c3ccccc3)no2)cc1	0%
O=C(NCc1ccc(Cl)cc1)c1cnc(N2CCCCC2)c2ccccc12	-14%
CCOc1ccccc1NC(=O)CSc1nccn1Cc1ccc(F)cc1	3%
CCCCOc1ccccc1C(=O)Nc1onc2c1CCCC2	-15%
Cc1cc2c(cc3c(SCC(=O)Nc4cccc(Cl)c4C)nnc(C)n32)o1	-5%
COc1cc(Cl)c(C)cc1NC(=O)c1cc2c(s1)-c1c(C)cccc1OC2	-6%
CCOc1ccc(NC(=O)c2sc(-n3nc(C)c(Cc4ccc(Cl)cc4)c3C)nc2C)cc1	-6%
O=C(NC1CCCC1)c1ccc(CSc2nc3cccnc3n2Cc2ccccc2)cc1	-15%
O=C(NCc1ccccc1Cl)c1ccc2c(c1)NC(=O)C(CS(=O)(=O)Cc1ccc(Cl)cc1)N2 (stereo unspecified)	-1%
Cc1nn(-c2ccccc2)c2sc(C(=O)Nc3cccc(O)c3)cc12	?
COc1cccc(Cn2c(=O)n(-c3cccc(Cl)c3C)c(=O)c3c4c(sc32)CN(C(C)=O)CC4)c1	1%
O=C(NCCc1ccccc1)c1c[nH]c2ccc(S(=O)(=O)Nc3ccc(F)cc3F)cc2c1=O	?
COc1ccccc1Cn1cc(C(=O)c2ccc(C)cc2)c(=O)c2cc(C)ccc21	-2%

The results go on:
SMILES	FLuc counter
Nc1nonc1-c1nc2ccccc2n1CC(=O)Nc1cccc(C(F)(F)F)c1	0%
Cc1nnc(SCc2cc(=O)c3cc(F)ccc3[nH]2)n1C	-1%
CCCCc1nn2c(=O)cc(COC(=O)c3ccc(NC(=O)C(CC)CC)cc3)nc2s1	-1%
O=C(Nc1ccccc1F)C(Cc1ccccc1)n1cccc1 (stereo unspecified)	-2%
CCN1CCN(C(c2ccc(OC)cc2)c2c(O)cc(C)n(Cc3ccco3)c2=O)CC1 (stereo unspecified)	?
COc1ccc(Nc2nnc(-n3nc(C)cc3C)c3ccccc23)cc1	?
Cc1ccc(C)c(N2CCN(C(=O)c3c(C)oc4nc(C)nc(N5CCOCC5)c34)CC2)c1	-5%
Cc1ccc(-n2nc(C(=O)N3CCN(c4cc(C)ccc4C)CC3)c3c4ccccc4n(C)c3c2=O)cc1	1%
COCCCNC(=O)c1ccc2c(c1)nc1n2CCCCC1	?
CCOc1ccc(CCNC(=O)CSc2nc3ccccc3nc2Cc2ccc(C)cc2)cc1OCC	-2%
COc1ccc(Nc2c(-c3ccc(C)o3)nc3cc(C)ccn23)cc1	17µM*
O=C(NCc1ccc(F)cc1)c1ccc2c(Cl)c3c(nc2c1)CCCC3	-2%
Cc1ccc(CNC(=O)CCCN2C(=O)CCn3nc(-c4cn(C)c5ccccc45)cc32)cc1	-3%
O=C(Nc1ccccc1Cl)c1ccc(F)c(S(=O)(=O)NCc2ccc(Cl)c(Cl)c2)c1	-2%
CN1CCN(CCCNC(=O)Cn2c(-c3cccs3)cc3cc(Cl)ccc32)CC1	-1%
O=C(CCc1nc(CN2CCN(S(=O)(=O)c3ccc(F)cc3)CC2)no1)N1CCCCC1	0%
CC(C)(C)OC(=O)N1CCC(c2c(C(=O)NCCN3CCC(Cc4ccccc4)CC3)cnn2-c2ccccc2)CC1	-2%
COc1ccccc1NC(=O)N1CCC(CN2CCc3ccccc3C2)CC1	-1%
CCCCOc1cccc(C2c3c(-c4cc(C)ccc4O)n[nH]c3C(=O)N2CCOC)c1 (stereo unspecified)	4%
CCCC(CCC)C(=O)Nc1cccc(-c2nc3cccnc3s2)c1	0%

Single values from the list.
FLuc counter with COc1cccc(C(=O)c2cn(CC(=O)Nc3cccc(C(F)(F)F)c3)c3nc(C)ccc3c2=O)c1 stands at 4%
FLuc counter with CCOc1ccc(N2CC(c3nc4ccccc4n3Cc3cccc(C)c3)CC2=O)cc1 (stereo unspecified) stands at -14%
FLuc counter with COc1ccccc1-c1cc2nc(C)c(CCC(=O)NCCc3ccc(SC)cc3)c(C)n2n1 stands at -14%
FLuc counter with O=C(NCc1ccc(F)cc1)c1ccc2c(Cl)c3c(nc2c1)CCCC3 stands at -2%
FLuc counter with Cc1c(C(=O)N(C)C)sc2c1c(=O)n(-c1ccc(F)cc1)c(=O)n2Cc1cc(=O)n2ccccc2n1 stands at 2%

Continuation:
SMILES	FLuc counter
COc1cccc(CNC(=O)C(=O)NCC(c2cccs2)S(=O)(=O)c2ccccc2)c1 (stereo unspecified)	-1%
CCOC(=O)c1c(NC(=O)/C=C/c2ccc(C)cc2)sc(C(C)=O)c1C	0%
O=C(NCCc1ccccc1)c1ccc(CS(=O)(=O)Cc2ccccc2Cl)o1	-12%
O=C(CCn1ccc2cc(S(=O)(=O)N3CCCC3)ccc21)NCc1cccc(Br)c1	4%
CC(C)c1nn2c(=O)cc(COC(=O)c3cccc(NC(=O)COc4ccc(F)cc4)c3)nc2s1	0%
O=C(Cn1c(=O)n(-c2ccc(F)cc2)c(=O)c2sccc21)Nc1cccc(C(F)(F)F)c1	-7%
Cc1ccc2onc(CC(=O)N3CCN(c4ccccc4)CC3)c2c1	?
COc1cc(C2c3c(-c4ccccc4O)n[nH]c3C(=O)N2Cc2ccncc2)cc(OC)c1OC (stereo unspecified)	-8%
Cc1cccc(-c2nc(SCC(=O)Nc3ccc4c(c3)OCCO4)c(-c3ccccc3)[nH]2)c1	8.5µM*
COC(=O)Cc1c(C)c2ccc3c(c2oc1=O)CN(Cc1ccccc1Cl)CO3	-1%
Cc1cccc(NC(=O)c2cn(-c3ccccc3)nc2-c2ccccc2)c1C	-8%
COc1ccc(Cc2nc3ccc(C(=O)NCc4ccccc4Cl)cc3o2)cc1	-11%
CCCCC(=O)OC1=C(C(=O)c2ccccc2)N(C)S(=O)(=O)c2ccccc21	-11%
Cc1cc(Cl)ccc1NC(=O)C(=O)NCc1ccco1	-12%

Source: PubChem (National Center for Advancing Translational Sciences (NCATS))
